aSyn tox rescue – alpha-synuclein toxicity suppression in yeast; S. cerevisiae alpha-synuclein toxicity rescue, BacTiter-Glo growth, 24 h; AID 1347070; 94,000 compounds, 0.02% hits; Potency, µM (top dose mostly 46.1 µM), inactives show at the top dose growth rescue (activation), actives largely listed as activators; active means well fitted activation curve with a large enough effect; inconclusive means small, poorly fitted or top-dose-only effect; further: 0% is about no effect
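Growth restoration measured by BacTiter-Glo luminescence after 24 hr at 30 deg C; alpha-synuclein yeast, raffinose-pregrown to mid-log, were added at OD600=0.02 in galactose medium onto pinned compounds.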
Numbers without * were called inactive; ? = inconclusive; & = joins results of further samples. Potency means the concentration at half of the fitted maximal effect. An excerpt; the hit share may differ from the screen's.

SMILES	aSyn tox rescue
CCOc1ccc(N2CC(NC(=O)c3ccc(S(=O)(=O)N4CCCC4)cc3)CC2=O)cc1 (configuration not stated)	3%
O=S(=O)(Nc1ccc(-c2ccc(N3CCCC3)nn2)cc1)c1ccc(OC(F)(F)F)cc1	-8%
N#Cc1cnc(=S)n(-c2cc(C(F)(F)F)cc(C(F)(F)F)c2)c1N	-2%
COc1ccc(C(=O)c2ccc([N+](=O)[O-])cc2Cl)cc1	15%
CCc1ccc2oc(-c3ccc(C)c(NC(=O)c4cc([N+](=O)[O-])ccc4N4CCOCC4)c3)nc2c1	1%
COc1ccc2ncc3c(-c4ccccc4)nn(-c4ccc(C)c(C)c4)c3c2c1	-7%
CCOc1ccccc1C1C(C(N)=O)=C(C)Nc2nc(-c3ccccc3Cl)nn21 (configuration not stated)	-14%
O=C(Cn1nnc(-c2ccc(CN3CCOCC3)cc2)n1)N(c1ccccc1)c1ccccc1	-5%
COc1ccc([N+](=O)[O-])cc1NC(=O)Cc1noc2ccccc12	4%
CCOc1ccc(CNCc2c(C(=O)O)c(C)n(Cc3ccc(F)cc3Cl)c2C)cc1	-4%
Cc1ccc(-c2nnc(NC(=O)c3c(F)cccc3Cl)s2)cc1	-6%
CC1=C(C(=O)NCc2ccccc2C)C2(CCCCC2)OC1=O	8%
COc1ccc(CNC(=O)C(=O)NC2CC(C)(C)NC(C)(C)C2)cc1	-3%
Cc1ccc(C)c(NC(=O)c2nc(S(C)(=O)=O)ncc2N(Cc2ccc(C(C)(C)C)cc2)Cc2ccco2)c1	-13%
CCOC(=O)C1=NOC(COc2ccccc2C=O)C1 (configuration not stated)	14%
COc1ccccc1CNC(=O)CN1C(=O)c2cccnc2Oc2ccccc21	-1%
Cc1cccc(-n2c(=O)c3c(C)c(C)sc3n(CC(N)=O)c2=O)c1	6%
Cc1nn(C)c(C)c1S(=O)(=O)N(CC(=O)Nc1ccc(F)cc1F)c1ccc(C(C)C)cc1	-5%
COc1ccccc1CCNC(=O)C(=O)NCC(c1cccnc1)N1CCN(c2ccccc2)CC1 (configuration not stated)	8%
COC(=O)c1ccc(CSc2nc3c([nH]c4ccccc43)c(=O)n2-c2cccc(Cl)c2)o1	-6%
Cn1c(=O)c(=O)n(C)c2cc(S(=O)(=O)N3CCCC3C(=O)Nc3ccccc3F)ccc21 (configuration not stated)	-4%
CCn1c2ccccc2c2cc(NC(=O)c3cccc([N+](=O)[O-])c3)ccc21	-9%
Cc1ccccc1C(=O)n1nc(-c2cccnc2)nc1NCc1ccccc1	-26%
CCN1C(=O)C(=CC=CN(C)c2ccccc2)SC1=S	0%
Cc1ccc(OCCSc2nc(-c3cccs3)nc3cc(=O)[nH]n23)cc1Cl	-2%
Cc1cc(C)n(Cc2ccc(C(=O)Nc3ccc(Br)cc3C)o2)n1	7%
CCOC(=O)CC1=NN(c2ccccc2)C(=O)C1	5%
Cc1ccc(-c2nc(CCNC(=O)c3ccc(C)c(C)c3)cs2)cc1	1%
COc1ccccc1C(=O)N/C(=C/c1ccc2c(c1)OCO2)C(=O)Nc1cccc(C(=O)O)c1	2%
CCC(=O)Nc1ccc2nc(SCCOc3ccc(C)cc3OC)sc2c1	-15%
Cc1n[nH]c(C)c1CCc1nc2c3ccccc3nc(SCC(=O)Nc3ccc(F)cc3)n2n1	-2%
COc1cccc(CNC(=O)CN2C(=O)COc3ccc(S(=O)(=O)N4CCCCCC4)cc32)c1	5%
CCOC(=O)c1cnc2c(Cl)cccc2c1NCCN1CCOCC1	-4%&-5%
COc1ccc(-c2nc3sc(CCNS(=O)(=O)c4c(C)cc(C)cc4C)c(C)n3n2)cc1	?
O=C1CSC2(C(=O)N(Cc3cccc(C(F)(F)F)c3)c3ccccc32)N1c1ccc(F)c(F)c1 (configuration not stated)	-7%
COc1ccc(OCCCCc2c(C)n[nH]c2C)cc1	2%
COc1ccc(C)cc1NC(=O)COC(=O)c1c(-c2ccccc2)noc1C	0%
CC(CCc1ccco1)NC(=O)Cn1nc(Cc2ccncc2)c2ccccc2c1=O (configuration not stated)	-8%
CC(C)Sc1ncc(Cl)c(C(=O)N(Cc2ccc(F)cc2)C2CCS(=O)(=O)C2)n1 (configuration not stated)	?
Cc1noc(C)c1S(=O)(=O)NCc1ccc2c(c1)OCO2	3%
CN(Cc1ccc2nsnc2c1)C(=O)C1CCC(=O)N(CCc2ccccc2)C1 (configuration not stated)	3%
CC(=O)NC1CC2CCCC(C1)N2C(=O)Nc1ccc(Cl)cc1 (configuration not stated)	4%
CC1=C(C(=O)Nc2cccc(C(F)(F)F)c2)C(c2ccccn2)n2ncnc2N1 (configuration not stated)	-4%
CN(Cc1ccccc1)c1ncnc2sccc12	2%
O=C(NCC(=O)N1CCN(c2ccccc2O)CC1)c1cccs1	-11%
CCOC(=O)N1CCC(NC(=O)c2ccc3c(c2)N(Cc2ccccc2)CCS3)CC1	-8%
COc1ccc(S(=O)(=O)Nc2cccc(-c3ccc(N4CCCCCC4)nn3)c2)cc1OC	1%
COc1ccc(CC(=O)Nc2nc(-c3cc(OC)ccc3OC)cs2)cc1	0%
CCN(CC(=O)Nc1ccccc1C(F)(F)F)C(=O)c1cccc(S(=O)(=O)N2CCN(C)CC2)c1	-7%
CCc1cccc(NC(=O)c2cc(S(=O)(=O)N3CCCCCC3)cn2C)c1	5%

(cont.)
SMILES	aSyn tox rescue
COc1cccc(-c2ccc3c(N)c(C(=O)Nc4cc(F)ccc4F)sc3n2)c1	6%
Brc1ccccc1-c1nnc(COc2ncnc3ccccc23)o1	3%
Cc1ccc2nc(-c3ccc(C)c(NC(=O)Cc4ccccc4)c3)oc2c1	-11%
CCCCn1c(N)c(N(Cc2ccccc2OC)C(=O)c2ccc(N3CCCC3=O)cc2)c(=O)[nH]c1=O	9%
O=C(CC1C(=O)NCCN1Cc1ccccc1)NC1CCCCC1 (configuration not stated)	-8%
COc1ccc(CN2C(=O)C(NC(=O)c3ccccc3OC)(C(F)(F)F)N=C2c2ccccc2)cc1 (configuration not stated)	9%
CCNC(=O)C1CCCN(c2ncnc3onc(C)c23)C1 (configuration not stated)	-3%
COc1cccc(NC(=O)c2oc3ccccc3c2NC(=O)c2ccc(C(F)(F)F)cc2)c1	-4%
COc1ccc(S(=O)(=O)N2CCC(C(N)=O)(N3CCCCC3)CC2)cc1	3%
CCc1nn(-c2ccccc2)c2nc(-c3cccc(OC)c3)c3cc(OC)c(OC)cc3c12	3%
CSc1nc2c(c(=O)[nH]1)C(c1ccc(C(F)(F)F)cc1)CC(=O)N2 (configuration not stated)	-6%
CCOC(=O)c1ccc(N2C(=O)c3[nH]nc(-c4ccc(C)cc4)c3C2c2ccc(O)cc2)cc1 (configuration not stated)	6%
COc1ccc([N+](=O)[O-])cc1NC(=O)Cc1noc2ccc(C)cc12	-2%
Cc1oc(-c2cccc(Br)c2)nc1CSc1nc2ncccc2[nH]1	-4%
CC(C)c1ccc(/C=C/C2=NNC(=O)CC2)cc1	3%
COc1ccccc1/C=C/C=C(\C#N)C(=O)NC(C)c1ccccc1 (configuration not stated)	-16%
COc1ccc(S(=O)(=O)N(C)C)cc1NCC(=O)Nc1cccc2ccccc12	8%
COC(=O)c1ccc(NC(=O)c2c(-c3ccccc3)c(-c3ccccc3)nn(C)c2=O)cc1	2%
CCCCCN(C(=O)CCC(=O)OCC(=O)c1ccc(C(C)CC)cc1)c1c(N)n(CCCC)c(=O)[nH]c1=O (configuration not stated)	8%
O=C(c1ccc(F)cc1)N1CCC(c2ccccc2)C1 (configuration not stated)	4%
Cc1ccc(-c2cc(C(=O)O)c3ccccc3n2)c(C)c1	14%
COc1ccc(-c2noc(N3CCC(C(=O)Nc4ccccc4Cl)CC3)n2)cc1	-6%
O=C1C=C(Nc2ccc(O)cc2)C(=O)c2ccccc21	-13%
CC(NC(=O)c1cccc(C(F)(F)F)c1)C(c1ccccc1)N1CCOCC1 (configuration not stated)	-2%
CCOc1ccccc1C1C(C(=O)Nc2ccccc2)=C(C)Nc2c(C(=O)Nc3ccc(F)cc3)cnn21 (configuration not stated)	4%
COc1cccc(CSc2nc3ccncc3n2CC(=O)Nc2ccc(OC)c(OC)c2OC)c1	-8%
CC(C)CN(C(=O)c1cc(=O)[nH]c2ccccc12)c1c(N)n(Cc2ccccc2)c(=O)[nH]c1=O	-2%
CCOc1ccc(-n2ccnc2SCC(=O)Nc2cc(C)ccc2C)cc1	-1%
Cc1ccccc1OCC(=O)Nc1cccc(C(=O)O)c1	-3%
COc1ccccc1NC(=O)c1c(-c2ccc(C)cc2)nnc2ccccc12	0%
COc1ccc(-c2noc(CSc3nnc(C)n3-c3ccc(C)c(C)c3)n2)c(OC)c1	3%
COc1ccc(-c2[nH]ncc2/C=N/NC(=O)c2cc(Br)ccc2O)c(OC)c1	-5%
O=C(CSc1ccccc1F)NCC(c1ccco1)N1CCCCC1 (configuration not stated)	2%
Cc1ccc(CN(Cc2ccco2)C(=O)c2ccccc2Br)o1	1%
O=c1ccc2c(ccc3ncccc32)o1	1%
COc1ccc(C(=O)Nc2nc3c(s2)CCc2cc(OC)ccc2-3)cc1	-23%
O=C(NCc1ccccc1Cl)c1cc(-c2ccccc2)n[nH]1	-8%
O=C1CC(c2ccc(F)cc2F)c2cc3c(cc2N1)OCO3 (configuration not stated)	-2%
c1ccc(C2=NCCCO2)cc1	-7%
COC(=O)c1ccc(NC(=O)CSc2ccc(-c3sc(-c4ccccc4)nc3C)nn2)cc1	-5%
O=C(CSc1ncccn1)NC1CCCC1	-4%
COc1cc(/C=N/n2cc(-c3ccccc3)[nH]c2=S)cc(OC)c1O	8%
Cc1cc2ccccc2n1CCNC(=O)C(C)Oc1ccccc1 (configuration not stated)	-4%
O=C(Cn1cnc2c(nc3n2CCCCC3)c1=O)Nc1cccc(C(F)(F)F)c1	-2%
COc1ccc(-n2cc(C(=O)N(CCN(C)C)Cc3ccccc3)c3ccccc3c2=O)cc1	-4%
COc1ccccc1C(CNC(=O)C(C)Oc1ccc(Br)cc1)N1CCCC1 (configuration not stated)	-6%
COc1cc(-c2cc3n(C)c(C)c(CCC(=O)O)c(=O)n3n2)cc(OC)c1OC	-6%
Cc1ccc(NC(=O)C(=O)NCC(c2cccnc2)N2CCOCC2)cc1 (configuration not stated)	3%
O=C(O)c1c(Cl)c(Cl)c(Cl)c(Cl)c1C(=O)OCC1CCCO1 (configuration not stated)	1%
CC(=O)c1cccc(NC(=O)C2CCN(S(=O)(=O)c3ccc4[nH]c(=O)ccc4c3)CC2)c1	9%

(cont.)
SMILES	aSyn tox rescue
Cn1nc(C(=O)NCc2cccc(Cl)c2)c2c1-c1ccccc1SC2	19%
COc1ccccc1S(=O)(=O)N(C)C[C@@H]1OCc2cn(nn2)CCCC(=O)N([C@@H](C)CO)C[C@H]1C	4%
O=S(=O)(c1ccccc1)c1nc(-c2ccc(Cl)cc2Cl)oc1N1CCCCC1	4%
Cc1cccc(N2C(=O)C(CC(=O)Nc3ccc(Cl)cc3)N(Cc3ccco3)C2=O)c1 (configuration not stated)	7%
COc1cccc(CN2C(=O)N(c3ccc(C)cc3)C(=O)C2CC(=O)Nc2cc(OC)cc(OC)c2)c1 (configuration not stated)	-6%
CC(C)CC(=O)NCc1nc2cccnc2n1Cc1ccccc1	9%
Cc1ccccc1OCC(=O)OCC(=O)NCCNC(=O)COC(=O)COc1ccccc1C	0%
CCCCOc1ccc(C(=O)Nc2ccc3c(c2)CCCN3S(=O)(=O)c2ccc(C)cc2)cc1	-1%
CCn1nc(NC(C)=O)c2cc3ccc(C)cc3nc21	-3%
Cc1ccc(NC(=O)c2c3c(nc4ccccc24)CCC3)cc1	-25%

Source: PubChem BioAssay
